High-throughput results deposited in PubChem by several laboratories.
S1P2 agonist: activates the human S1P2 receptor. S1P2-expressing cell line, agonist reporter read-out. actives 0.46% (n = 97,000). activation, % at 4.5 µM; in the data active = activation above about 16%;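 note: 0% = vehicle low control and 100% = maximal reference agonist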
Target sequence (O95136 whole entry, looked up): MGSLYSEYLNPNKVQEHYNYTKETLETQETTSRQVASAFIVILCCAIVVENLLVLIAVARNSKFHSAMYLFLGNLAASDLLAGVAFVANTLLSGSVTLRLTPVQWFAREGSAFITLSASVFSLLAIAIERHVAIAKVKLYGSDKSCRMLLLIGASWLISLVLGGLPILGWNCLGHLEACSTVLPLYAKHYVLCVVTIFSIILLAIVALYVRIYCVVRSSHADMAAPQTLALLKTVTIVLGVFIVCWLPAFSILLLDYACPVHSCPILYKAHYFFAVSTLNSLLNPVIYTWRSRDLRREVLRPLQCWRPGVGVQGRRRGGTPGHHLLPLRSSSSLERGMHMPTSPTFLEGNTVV
S1P2 blocker: blocks the human S1P2 receptor. O95136. cell-based S1P2 antagonist assay, inhibition at 5 uM. inhibition, % at 5 µM. actives 0.21% (n = 97,000); in the data active = inhibition above about 45%;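 note: CRE beta-lactamase reporter cells expressing human S1P2 stimulated with S1P; 0% = agonist at EC80 alone and 100% = agonist plus reference antagonist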
E coli WT exp: E. coli BW25113 growth inhibition, expanded screen | OD600 absorbance | growth inhibition, % at 100 µM | actives 0.15% (n = 98,000) | AID 710;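 active = growth inhibition above about 50% at one test dose, limit read from the data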;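 note: growth measured after 20 h incubation at 37 °C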
PostGolgi yeast: growth inhibition of a yeast mutant, post-Golgi transport screen; post-Golgi transport phenotypic cell assay; inhibition, % at 10 µM; actives 0.9% (n = 98,000); AID 739;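 note: yeast cells grown in 1536-well plates; yeast grown about 18 h at 30C before absorbance read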
DAT uptake mod: modulates human dopamine transporter uptake under cocaine; AID 449768; B-score at 10 µM; actives 1.3% (n = 110,000); LLC-PK1 hDAT cells, [14C]-dopamine uptake with cocaine IC80; actives deviate in either direction; Q01959;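 active = Z score or B-score, a plate-position-corrected score, falls beyond the plate's 99.7% confidence bounds, in either direction; inactive = both scores lie inside the 99.7% bounds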;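 note: scored against the spread of the other compound wells on the same plate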
Target sequence (Q01959 whole entry, looked up): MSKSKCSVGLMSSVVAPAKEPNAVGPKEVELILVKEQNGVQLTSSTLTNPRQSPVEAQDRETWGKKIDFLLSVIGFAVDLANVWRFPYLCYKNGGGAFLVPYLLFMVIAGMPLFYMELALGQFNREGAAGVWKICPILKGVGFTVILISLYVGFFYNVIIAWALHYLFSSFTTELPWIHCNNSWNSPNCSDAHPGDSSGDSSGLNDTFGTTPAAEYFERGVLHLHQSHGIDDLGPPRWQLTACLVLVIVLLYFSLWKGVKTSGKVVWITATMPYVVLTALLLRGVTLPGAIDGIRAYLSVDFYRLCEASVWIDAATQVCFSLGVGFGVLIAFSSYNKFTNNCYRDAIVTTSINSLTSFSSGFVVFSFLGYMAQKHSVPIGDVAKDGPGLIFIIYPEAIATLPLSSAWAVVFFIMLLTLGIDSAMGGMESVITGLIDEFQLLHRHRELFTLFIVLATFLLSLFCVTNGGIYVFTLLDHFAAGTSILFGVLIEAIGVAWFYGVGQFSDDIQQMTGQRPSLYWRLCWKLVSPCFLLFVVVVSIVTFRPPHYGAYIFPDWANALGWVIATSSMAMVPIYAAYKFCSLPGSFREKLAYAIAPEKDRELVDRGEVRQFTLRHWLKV
Lung fibro prol: blocks proliferation of human lung fibroblasts; LL 47 human lung fibroblast viability, ATP luminescence; stronger effect = lower value; viability, % at 10 µM; actives 1.1% (n = 85,000);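 active = viability at or below 50% in the single dose screen; inactive = viability above 50%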;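 note: compound exposure lasted 72 h before the ATP readout; 100% = median luminescence of untreated cell-only wells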
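test system = LL 47 human lung fibroblasts | amount = 1,150 fibroblasts seeded per well | medium = 15% FBS in IMEM | times = overnight cell rest, 72 h compound treatment at 37 °C | measured by = CellTiter-Glo luminescence measuring cellular ATP | read-out = viability percentage against median untreated-cell control | benchmarks = cell-only wells, no compound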
H69AR growth 86K: blocks growth of human H69AR lung tumor cells. H69AR lung tumor viability, ATP luminescence, 72 h; stronger effect = lower value. viability, % at 10 µM. actives 6% (n = 85,000). AID 598;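 active = viability at or below 40%; inactive = viability above 40%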;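 note: multidrug resistant small cell line overexpressing MRP-1 efflux transporter; 100% = mean luminescence of untreated control wells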
PostGolgi ctrl: yeast control strain growth, post-Golgi counter-screen; efflux-deficient yeast background strain, growth absorbance A615, 16 h; inhibition, % at 10 µM; AID 738; actives 5% (n = 98,000)
HUVEC prolif 384: inhibitors of human endothelial cell proliferation; viability, % at 10 µM (by protocol); HUVEC proliferation, CellTiter-Glo luminescence, 72 h; stronger effect = lower value; AID 648; actives 1.1% (n = 86,000);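 active = viability at or below 30%; inactive = viability above 30%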;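 note: 100% = median luminescence of DMSO-only cell control wells on each plate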
An asterisk follows results filed as active; x = not tested or not shown. Cut-off read from the data, not from the text of the source, unless noted: active = inhibition above about 30%; inactive = the rest. An unsorted share of the library; 11% or so of the library scored in one or more.

SMILES	S1P2 agonist	S1P2 blocker	E coli WT exp	PostGolgi yeast	DAT uptake mod	Lung fibro prol	H69AR growth 86K	PostGolgi ctrl	HUVEC prolif 384
CCOc1ccc(NC(=O)CC2NCCNC2=O)cc1 (configuration not stated)	-0.6	6.1	12.0	-8.8	-0.0681	93.3	53.5	1.8	89.7
Cc1cc(/C=N/NC(=O)Cn2c3ccccc3c(=O)c3ccccc32)c(C)n1-c1ccccc1	3.8	-8.6	-13.0	-7.0	x	x	x	15.1	x
CC(=O)Nc1ccn(Cc2c(F)cccc2Cl)n1	-0.3	5.3	-2.0	0.2	0.329	103.0	99.1	11.1	88.3
CCc1nnc(NC(=O)CN2CCN(c3ccccc3OC)CC2)s1	-6.2	14.3	-1.0	12.3	-0.0128	x	x	5.7	x
Cc1n[nH]c(C)c1S(=O)(=O)N(CC(=O)NC1CCCC1)c1ccc(C(C)C)cc1	-0.8	-13.1	-7.0	-4.9	-0.59	85.4	60.6	3.9	93.8
COc1ccc(-n2cnc3cc(NS(=O)(=O)c4ccc(C)cc4)ccc32)cc1	-5.2	-25.4	-3.0	5.1	1.66	98.8	78.6	12.6	84.5
O=C(Cn1c(=O)oc2cc(S(=O)(=O)N3CCCCCC3)ccc21)NC1CCCCC1	x	x	-2.0	-7.2	-0.57	106.3	102.9	9.7	89.5
Cc1cccc(C(=O)c2ccccc2C(=O)O)c1O	-3.5	5.8	-3.0	-0.2	0.169	94.2	76.7	7.7	98.1
O=C(O)CCCC(=O)Nc1ccc(C(=O)N2CCCCC2)c(Cl)c1	0.8	8.1	2.0	-4.2	-0.85	106.5	90.3	8.2	93.2
Cc1cc(=O)oc2cc(OCC(=O)NCc3ccncc3)ccc12	-4.8	-13.5	5.0	-0.2	-0.64	90.4	81.2	0.6	94.1
CC(C)OC(=O)CC(=O)CSc1nc2c(cc1C#N)CCC2	-8.1	-11.6	0.0	-1.6	-0.547	92.7	23.7*	-0.6	81.2
O=C(NC1CCN(S(=O)(=O)c2ccccc2)CC1)C1CCCCC1	-2.0	-31.9	x	x	-0.156	98.2	95.3	x	97.0
CN(CCCNC(=O)COc1cc(=O)n(C)c2ccccc12)Cc1ccccc1	-6.9	22.6	-5.0	6.0	-0.0388	90.8	81.2	4.8	77.3
CN(C)c1nc(N2CCN(c3ccc(F)cc3)CC2)c(C#N)c(=O)o1	-4.6	16.4	6.0	1.3	x	x	x	7.7	x
CCOC(=O)N1CCN(C(=O)CSc2nnc(CNC(=O)c3ccccc3F)o2)CC1	-2.9	12.8	-1.0	1.9	-0.308	94.5	88.9	4.1	107.7
Cc1cc2c(=O)n(Cc3ccco3)c(SCC(=O)N3CCCc4ccccc43)nc2s1	-3.2	-9.2	-14.0	4.2	1.03	89.3	62.3	31.6*	78.1
CCCCC1CCC(C(=O)NC2CCS(=O)(=O)C2)CC1 (configuration not stated)	-5.5	3.9	2.0	-5.0	1.84	97.3	86.7	5.2	95.0
COc1ccc2nc(SCC(N)=O)cc(C)c2c1	-4.3	-6.8	0.0	2.1	0.0628	92.0	96.9	6.2	91.1
O=C(Nc1cccc(F)c1)N1CC=C(n2c(=O)[nH]c3ccccc32)CC1	-3.1	6.1	-10.0	-2.2	1.34	98.5	85.8	9.6	95.0
COC(=O)c1ccccc1NC(=O)CSc1ccc(C)cc1	-5.1	-12.4	x	x	1.54	101.2	80.7	x	96.9

In another format: results already given.
Sequence of screens – S1P2 agonist, S1P2 blocker, E coli WT exp, PostGolgi yeast, DAT uptake mod, Lung fibro prol, H69AR growth 86K, PostGolgi ctrl, HUVEC prolif 384
CCCCC1CCC(C(=O)NC2CCS(=O)(=O)C2)CC1 (configuration not stated)
 : -5.5, 3.9, 2.0, -5.0, 1.84, 97.3, 86.7, 5.2, 95.0
COc1ccc2nc(SCC(N)=O)cc(C)c2c1
 : -4.3, -6.8, 0.0, 2.1, 0.0628, 92.0, 96.9, 6.2, 91.1

Further records:
SMILES	S1P2 agonist	S1P2 blocker	E coli WT exp	PostGolgi yeast	DAT uptake mod	Lung fibro prol	H69AR growth 86K	PostGolgi ctrl	HUVEC prolif 384
CCOC(=O)C1=C(CN2CCc3ccccc32)NC(=O)NC1c1ccc(Cl)cc1 (configuration not stated)	-0.8	18.4	-2.0	1.3	0.568	68.9	48.1	40.8*	88.9
Cc1nnc(NC(=O)CSc2nnnn2Cc2ccccc2)s1	-2.0	5.9	-2.0	-10.2	0.386	105.9	100.6	1.0	92.1
CCCC(=O)n1nc(-c2ccc(Cl)cc2)nc1SC	-1.0	9.8	11.0	-3.2	x	99.5	80.4	8.2	96.7
CCN(CCCNS(=O)(=O)c1ccc2c(c1)CCN2C(C)=O)c1cccc(C)c1	-1.0	-0.7	-10.0	4.4	0.876	97.6	100.8	12.4	98.4
O=C(c1ccccc1F)N1CCC(O)(c2cccnc2)CC1	-5.5	-10.8	-3.0	17.8	0.411	97.5	92.3	2.4	104.9
COC(=O)Nc1ccc(S(=O)(=O)N2CCCCC2C(=O)NCc2ccco2)cc1 (configuration not stated)	-1.7	-7.6	6.0	-0.5	0.804	x	x	0.6	x
CC(=O)c1coc2c1cc(O)c1ccccc12	-3.2	-4.3	0.0	-3.4	-0.972	105.3	87.0	9.6	104.6
CCC(=O)OCCNc1cc(Sc2nc3ccccc3s2)c2nonc2c1[N+](=O)[O-]	2.1	-7.9	8.0	94.2*	-0.933	3.7*	1.3*	97.8*	56.3
CCC(=O)/C=C1\Sc2ccc(OC)cc2N1CC	-5.2	-5.0	12.0	15.5	1.01	96.0	92.7	10.6	83.1
COc1ccc(C(c2nnnn2C(C)(C)C)N2CCN(c3nc4ccccc4s3)CC2)cc1OC (configuration not stated)	x	x	-12.0	3.4	0.591	94.1	82.0	7.8	104.9
COc1ccc(N(CC(=O)NC2CCCCC2)C(=O)CNC(=O)c2ccco2)cc1OC	-3.5	-0.1	x	x	-0.834	104.5	104.9	x	105.3
O=C1N(CCCN2C(=O)C3(OCCO3)c3ccccc32)c2ccccc2C12OCCO2	-5.5	4.7	-1.0	0.8	-0.228	91.7	76.9	2.4	88.2
COc1ccccc1NC(=O)C1=C(C)Nc2nnnn2C1c1ccncc1 (configuration not stated)	-3.6	-0.4	-1.0	0.7	0.703	96.9	97.8	-10.2	99.8
Cc1ccc(CNC(=O)c2cc3c(=O)n4ccccc4nc3n(CC3CCCO3)c2=N)cc1 (configuration not stated)	x	x	2.0	-0.8	0.992	92.1	43.0	0.1	71.3
COC(=O)C(C)N(c1ccc(C)cc1)S(=O)(=O)c1c(C)[nH]c(=O)[nH]c1=O (configuration not stated)	-5.4	-28.4	0.0	-4.4	-0.116	93.1	79.7	3.2	91.6
COc1c(Br)cc2c(C)c(C(=O)N3CCOCC3)oc2c1Br	x	x	-5.0	-7.2	-0.555	87.3	68.1	9.7	61.9
CCC(C)N1C(=O)c2ccccc2C1C(=O)NC1CCCCCC1 (configuration not stated)	-2.3	3.8	-10.0	-7.0	0.515	101.7	91.9	31.1*	106.8
Cc1cnc(C(=O)Nc2ccccc2-c2nnn(CC(=O)NC3CCCC3)n2)cn1	-4.4	5.7	-6.0	-7.0	0.23	105.3	49.0	-4.2	90.6
CN(C)S(=O)(=O)c1ccc2oc(SCC(N)=O)nc2c1	0.3	-21.9	0.0	-3.6	-0.547	x	x	4.1	x
COc1ccccc1COC(=O)Nc1c(C)nn(C)c1Cl	-5.1	3.1	3.0	5.5	-0.729	x	x	2.9	x
O=C(Nc1ccc(Cl)cc1)[C@@H]1[C@@H]2C(=O)N(c3ccc4ccccc4c3)C(=O)[C@@H]2[C@H]2C=CC=NN21	-5.7	16.0	-5.0	1.9	-0.00208	94.7	81.5	-5.0	92.5
C=CCSc1nnc(-c2c[nH]c3ccccc23)n1CCOC	-3.3	-12.3	6.0	4.9	-0.555	97.7	89.3	15.2	99.0
CCCOc1cccc(C2/C(=C(/O)c3ccccc3)C(=O)C(=O)N2CCN(C)C)c1 (configuration not stated)	-5.4	20.4	-2.0	15.8	-0.649	102.7	89.8	3.6	102.2
O=C(CN1CCCN(Cc2ccc(F)cc2Cl)C1=O)NC1CCCCCCC1	-8.0	10.1	18.0	-7.2	0.631	93.0	86.4	13.7	112.8
FC(F)(F)c1cccc(NCc2cn3cccnc3n2)c1	-9.2	-14.3	10.0	2.1	x	93.2	93.4	9.6	92.8
COc1ccc(NC(=O)CSc2nnc(-c3ccccc3)n2Cc2ccco2)cc1OC	-6.8	-0.8	-8.0	-2.9	0.469	90.0	74.7	6.1	85.5
Cc1ccc(C(=O)Nc2ccccc2C(N)=O)o1	1.4	-24.3	26.0	-9.5	0.0435	86.3	74.4	-2.2	92.1
CCOC(=O)CSCC(=O)Nc1cc(C)ccc1C	-6.9	-3.4	0.0	11.8	-0.735	99.1	93.2	4.5	102.9
CCc1nnc(NC(=O)CSc2nnc(CCc3nc4ccccc4[nH]3)n2C)s1	-7.7	12.6	-9.0	-5.4	-0.0415	98.9	94.1	-11.9	90.8
CC(C)(C)OC(=O)NCCc1nnc(SCc2c(Cl)cccc2Cl)o1	0.2	-22.2	-1.0	-14.6	0.684	96.1	87.7	17.2	90.1
CCCc1cc(=O)[nH]c(=S)[nH]1	x	x	x	x	-0.586	101.3	93.6	x	93.3
COc1ccc(C)cc1NC(=O)CCC(=O)Nc1ccc2nc(N3CCN(C)CC3)cc(C)c2c1	x	x	-3.0	7.8	x	81.2	71.3	13.0	54.8
O=C(CCN1CCN(CC(=O)Nc2ccccc2Cl)CC1)Nc1ccccc1F	-4.7	14.3	4.0	-3.5	-0.102	105.3	85.3	5.2	84.2
CN(Cc1cc2ccccc2[nH]c1=O)S(=O)(=O)c1ccccc1	-13.4	-5.6	2.0	9.7	-0.00159	100.6	91.4	8.4	103.0
CCOC(=O)c1[nH]c(C)c(C(=O)Nc2ccc3c(c2)CCC3)c1C	-4.6	-5.0	-16.0	-3.8	-0.496	x	68.5	1.1	91.1
Cc1ccc(S(=O)(=O)N2CCN(CC(=O)NC(=O)NCc3ccccc3)CC2)cc1C	-6.8	3.9	-8.0	4.8	1.23	x	x	-7.5	x
O=C(C1CCCCC1)N1CCN(c2ncccn2)CC1	-6.0	10.7	11.0	-6.7	1.69	101.6	107.3	-0.2	107.3
O=C(Nc1cccc(Cl)c1N1CCCC1)c1cccc(-c2cc3ccccc3oc2=O)c1	-2.7	16.0	-6.0	0.5	0.0477	x	x	3.0	x
O=C(COc1ccc(Cl)cc1)NCc1nnc(SCC(=O)Nc2ccccc2)o1	-2.4	-14.4	-5.0	3.1	0.684	98.9	96.2	-1.8	104.9
COC(=O)c1nc(NC(=O)C(C)(C)C)n[nH]1	0.5	3.0	-4.0	4.0	0.893	x	x	0.9	x

Reformatted: results already given
mol,S1P2 agonist,S1P2 blocker,E coli WT exp,PostGolgi yeast,DAT uptake mod,Lung fibro prol,H69AR growth 86K,PostGolgi ctrl,HUVEC prolif 384
Cc1ccc(CNC(=O)c2cc3c(=O)n4ccccc4nc3n(CC3CCCO3)c2=N)cc1 (configuration not stated),x,x,2.0,-0.8,0.992,92.1,43.0,0.1,71.3
COC(=O)C(C)N(c1ccc(C)cc1)S(=O)(=O)c1c(C)[nH]c(=O)[nH]c1=O (configuration not stated),-5.4,-28.4,0.0,-4.4,-0.116,93.1,79.7,3.2,91.6
COc1c(Br)cc2c(C)c(C(=O)N3CCOCC3)oc2c1Br,x,x,-5.0,-7.2,-0.555,87.3,68.1,9.7,61.9
CCC(C)N1C(=O)c2ccccc2C1C(=O)NC1CCCCCC1 (configuration not stated),-2.3,3.8,-10.0,-7.0,0.515,101.7,91.9,31.1*,106.8
Cc1cnc(C(=O)Nc2ccccc2-c2nnn(CC(=O)NC3CCCC3)n2)cn1,-4.4,5.7,-6.0,-7.0,0.23,105.3,49.0,-4.2,90.6
